# Bioassay records from PubChem BioAssay.
# USP1-UAF1 inh – inhibitors of human USP1/UAF1 deubiquitinase. O94782. recombinant USP1/UAF1, Ub-Rhodamine cleavage fluorescence. Potency, µM (titrated, usually from 57.1 µM), for the others: at the highest dose activity change, negative = inhibition, actives largely listed as inhibitors. 0.23% of 390,000 active; further: potency means the concentration at half of the fitted maximal effect; on the % scale 0 is the no-effect control and ±100 the full control effect; nearly all actives have a fitted effect of over 60% in size; inactives centre near -12
# Target sequence (O94782 whole entry, looked up): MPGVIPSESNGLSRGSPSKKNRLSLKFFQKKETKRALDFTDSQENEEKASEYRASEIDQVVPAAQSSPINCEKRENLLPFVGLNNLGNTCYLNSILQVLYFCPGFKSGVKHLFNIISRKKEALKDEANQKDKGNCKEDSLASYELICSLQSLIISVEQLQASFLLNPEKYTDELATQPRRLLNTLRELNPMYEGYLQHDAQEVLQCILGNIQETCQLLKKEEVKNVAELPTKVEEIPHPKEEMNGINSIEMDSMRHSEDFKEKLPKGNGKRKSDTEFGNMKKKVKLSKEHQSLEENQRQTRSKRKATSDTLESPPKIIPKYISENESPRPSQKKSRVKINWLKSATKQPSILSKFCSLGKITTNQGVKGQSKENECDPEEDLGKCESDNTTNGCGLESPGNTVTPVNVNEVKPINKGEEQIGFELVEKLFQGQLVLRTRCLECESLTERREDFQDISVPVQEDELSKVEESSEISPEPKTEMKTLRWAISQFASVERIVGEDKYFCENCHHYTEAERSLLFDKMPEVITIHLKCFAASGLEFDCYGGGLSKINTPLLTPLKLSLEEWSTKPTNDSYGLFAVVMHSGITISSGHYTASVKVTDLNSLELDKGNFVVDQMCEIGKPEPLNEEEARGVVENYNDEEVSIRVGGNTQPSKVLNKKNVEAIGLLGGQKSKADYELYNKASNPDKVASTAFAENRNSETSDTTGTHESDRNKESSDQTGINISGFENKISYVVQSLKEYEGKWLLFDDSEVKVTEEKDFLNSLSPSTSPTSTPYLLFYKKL
#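 USP1/UAF1 complex at 1 nM was preincubated with compound for 15 min at room temperature, then Ub-Rho substrate (150nM final) was added. Fluorescence (480/540 nm) was read kinetically, 6 reads every 60 seconds.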
# Tb PGK inh – inhibitors of T. brucei phosphoglycerate kinase; P07378; PGK/GAPDH coupled, Kinase-Glo luminescence, 60 min; Potency, µM (top dose mostly 57.5 µM), for the others: top-dose activity change, negative = inhibition, actives largely listed as inhibitors; 0.043% of 380,000 active; further: potency means the concentration at half of the fitted maximal effect; on the % scale 0 is the no-effect control and ±100 the full control effect; nearly all actives have a fitted effect of over 60% in size
#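 Luminescent ATP detection (Kinase-Glo Plus) follows a 60-minute room-temperature incubation, with wells lacking PGK as controls. Buffer: 100 mM TEA (pH 7.6), 5 mM MgCl2, 0.01% Tween-20. Coupling enzyme GAPDH (100 nM final) supplies unstable 1,3-BPG in-well.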
# HP1b chromo inh – inhibitors of HP1-beta chromodomain binding to methylated histone tails. Potency, µM (highest dose often 114 µM), for inactives: at the highest dose activity change, negative = inhibition, hits mostly inhibitors. P83916. AlphaScreen HP1-beta / biotin-H3K9me3 peptide binding. AID 540317. 0.56% of 390,000 active; further: potency means the concentration at half of the fitted maximal effect; nearly all actives have a fitted effect of over 70% in size; inactives centre near 23
# Target sequence (P83916 whole entry, looked up): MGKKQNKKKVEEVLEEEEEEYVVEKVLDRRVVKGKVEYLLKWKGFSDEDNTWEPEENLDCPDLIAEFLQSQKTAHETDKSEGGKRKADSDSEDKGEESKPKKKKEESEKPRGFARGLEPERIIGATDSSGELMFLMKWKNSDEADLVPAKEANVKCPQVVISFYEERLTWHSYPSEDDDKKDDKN
#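 HP1-beta protein (50 nM final) preincubated 30 min at room temperature with biotinylated H3(1-18)K9me3 peptide (50 nM) in PBS pH 7.4, 0.01% Tween-20, then compound added for 30 min. AlphaScreen streptavidin donor/nickel chelate acceptor beads (10 ug/mL final), 30 min dark, luminescence read.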
# Pin1 inh – blocks the human prolyl isomerase Pin1; Pin1 FP peptide displacement, HiFluor488, 10 min; Q13526; AID 504891; 0.009% of 390,000 active; Potency, µM (doses to about 115 µM), without a hit: top-dose activity, negative = inhibition, most hits filed as inhibitors; active means well fitted inhibition curve with a large enough effect in the polarisation, with a control signal flat, not every such curve was filed as active; inconclusive means small, poorly fitted or top-dose-only effect, or effect the other way, or a change in a side signal; inactive means no such curve, though single readings can be large or run the other way; the % refers to the polarisation; further: potency means the concentration at half of the fitted maximal effect; on the % scale 0 is the no-effect control and ±100 the full control effect
# mIDH1 inhibitor – human IDH1 R132H inhibition; 0.093% of 390,000 active; AID 602179; IDH1-R132H enzyme, NADPH consumption, diaphorase/resazurin fluorescence; Potency, µM (titrated, usually from 76.6 µM), without a hit: top-dose activity change, negative = inhibition, actives largely listed as inhibitors; further: potency means the concentration at half of the fitted maximal effect; on the % scale 0 is the no-effect control and ±100 the full control effect; nearly all actives have a fitted effect of over 65% in size
#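 IDH1-R132H (0.5 ug/mL dispensed) in pH 7.5 Tris buffer was preincubated 30 min with compound, then given a substrate mix of 0.016 mM NADPH and 2 mM alpha-KG for 80 min at room temperature; remaining NADPH was read by diaphorase/resazurin fluorescence.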
# rTrxR1 inhibitor – inhibitors of rat thioredoxin reductase 1. O89049. 1% of 390,000 active. Potency, µM (top dose mostly 114 µM), for the others: at the highest dose activity change, negative = inhibition, hits mostly inhibitors. AID 588453. recombinant rTrxR1, NADPH fluorescence consumption, selenite substrate; further: potency means the concentration at half of the fitted maximal effect; on the % scale 0 is the no-effect control and ±100 the full control effect; nearly all actives have a fitted effect of over 65% in size
#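 Rat TrxR1 (90 nM in the dispensed reagent) was pre-reduced with 400 uM NADPH for 5 min at room temperature, then incubated with compound for 15 min. After 400 uM selenite was added, NADPH fluorescence (Ex 340/Em 450 nm) was followed for 8 min.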
# GLS inh – inhibitors of human glutaminase (GLS); GLS enzymatic activity, qHTS titration; AID 624170; O94925; 0.21% of 410,000 active; Potency, µM (titrated, usually from 45.5 µM), for the others: at the top dose activity change, negative = inhibition, hits mostly inhibitors; further: potency means the concentration at half of the fitted maximal effect; on the % scale 0 is the no-effect control and ±100 the full control effect
#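 hKGA in 45 mM KH2PO4 pH 8.2, 0.02% Tween-20 with pin-transferred compounds; 1 mM L-glutamine (stock) plus glutamate oxidase/HRP/Amplex Red coupling added. Fluorescence read initially and after 30 min at RT.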
# TrxR1 substrate – rat thioredoxin reductase 1 substrate activity; purified TrxR1 substrate turnover, NADPH consumption readout; 0.01% of 390,000 active; O89049; Potency, µM (titrated, usually from 114 µM), without a hit: at the highest dose activity change, negative = substrate turnover; further: potency means the concentration at half of the fitted maximal effect; on the % scale 0 is the no-effect control and ±100 the full control effect; nearly all actives have a fitted effect of over 50% in size
#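 Rat TrxR1, dispensed at 90 nM, was prereduced with 400 uM NADPH (final) for 5 min at ~22 deg C, then incubated with compound 15 min before 400 uM selenite. A first-read NADPH fluorescence drop versus no-compound background flagged substrates.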
# PI4K2A inh – inhibitors of human PI4K2A; Q9BTU6; purified PI4K2A, ADP-Glo luminescence, 1 h; stronger effect = lower value; activity change, negative = inhibition, % at 76.9 µM; 0.13% of 420,000 active; AID 1346378; in the data active means activity change below about -50%; inconclusive means mostly about -30% to -49%;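 further: -100% = wells without enzyme as full effect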
#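 ADP-Glo luminescence measured ADP generated by PI4K2A enzyme (4 ug/mL before mixing) with 1.2 mM PI substrate (pre-mix) and 300 microM ATP (pre-mix). Tris pH7.5 buffer with MgCl2, Triton X-100; 1 h reaction at ambient temperature.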
# An asterisk follows results filed as active; i = inactive; ? = inconclusive; . = no result given; & = joins results of further samples; [ ] = dose if it differs, or a comment. Unless noted, the call rests on the fitted dose curve; in most records, active means well fitted curve in the direction sought with a large enough effect; inconclusive means small, poorly fitted or top-dose-only effect, or another doubt; inactive means no such curve, though single readings can be large; an effect the other way counts as inactive or inconclusive.
SMILES,USP1-UAF1 inh,Tb PGK inh,HP1b chromo inh,Pin1 inh,mIDH1 inhibitor,rTrxR1 inhibitor,GLS inh,TrxR1 substrate,PI4K2A inh
O=C(Nc1ccccc1)NC1(C(=O)NCc2ccco2)CCCCC1,-6%,0%,2%,-1%,6%,25%,9%,2%,-1
O=C(NCC1CCCO1)c1cccnc1Nc1ccccc1F (stereo unspecified),-11%,.,29%,-4%,4%,12%,0%,8%,-1
Cc1cc(C)c(NC(=O)CCCn2c(=O)oc3ccccc32)c(C)c1,1%,-8%,20%,-2%,2%,19%,-3%,3%,0
O=C(NC1CCC(O)CC1)c1cc(-c2ccco2)nc2ccccc12 (stereo unspecified),0%,-14%,-15%,-8%,0%,?,?,137%[activator],-9
Cc1cccc(-c2nnc(SCc3ccccc3)o2)c1,-9%,6%,226%[activator],-10%,2%,29%[57.1 µM],-1%,9%[57.1 µM],2
COC(=O)C(Cc1ccccc1)NC(=O)CC(C)CC(=O)Nc1ccc(OC)cc1OC (stereo unspecified),-18%,-6%,32%[activator],-5%,13%,18%,-3%,7%,-1
CC(=O)N1CCCc2cc(S(=O)(=O)N3CCCC(C(=O)Nc4cccc(Cl)c4C)C3)ccc21 (stereo unspecified),-7%,-1%,24%[57 µM],0%,-13%,30%[57.1 µM],1%,3%[57.1 µM],-1
CCCc1cc(C(=O)Cc2ccccn2)c(O)cc1O,-12%,-4%,23%,-1%,-1%,-3%,0%,-11%,-2
N#C/C(=C(/O)c1ccc(C(=O)c2ccccc2)cc1)c1nc2ccccc2[nH]1,-5%,2%,13%,6%,-3%,18%,-1%,6%,2
CCc1ccc2nc(N(Cc3cccnc3)C(=O)c3cccs3)sc2c1,-16%,i,26%,?,25%,21%[57.1 µM],-11%,2%[57.1 µM],1
COc1ccccc1C(=O)NCCC(=O)NC(C)c1ccc(-n2ccnc2)cc1 (stereo unspecified),-13%,0%,35%,1%,10%,9%,0%,0%,-7
Cc1ccc(CS(=O)(=O)CCC(=O)NCCC2=CCCCC2)cc1,-2%,-3%,26%,-1%,2%,9%[57.1 µM],6%,6%[57.1 µM],7
CC[n+]1c(/C=C/C=C/N(C(C)=O)c2ccccc2)sc2ccccc21,32µM*,-8%,-30%,?,-3%,?,-5%,-20%,-23
O=C1Nc2ccc([N+](=O)[O-])cc2C1(O)N1CCCCCC1 (stereo unspecified),-6%,.,-6%,-3%,10%,9%,0%,0%,9
COc1cc(NC(=O)C(Cc2ccccc2)NS(=O)(=O)c2cccs2)cc(OC)c1 (stereo unspecified),?,0%,12%[57 µM],0%,-9%,14%[57.1 µM],-16%,0%[57.1 µM],-2
NC(=O)c1ccc[n+](CC(=O)NCc2ccc(Cl)cc2)c1,-2%,-10%,12%,-4%,1%,14%[57.1 µM],-3%,7%[57.1 µM],0
CCSc1ncc(Cl)c(C(=O)Nc2ccc(S(=O)(=O)Nc3ncccn3)cc2)n1,-25%&8%,-10%&-3%,39%&31%,3%&-9%,0%&-17%,-1%&3%,7%&-11%,-3%&-7%,-5&-1
Cn1c(-c2ccccc2)cnc1NCc1ccc(F)cc1,-19%,0%,?,-6%,4%,10%,8%,4%,2
Clc1ccc(C2=CSC3=Nc4cccc5cccc(c45)N23)cc1,?,-2%,-12%,10%,0%,-7%,-7%,-31%,-25
O=C1N[C@@H](Cc2ccccc2)C(=O)N1CCN1CCOCC1,5%,-7%,1%,0%,4%,6%,-1%,-9%,4
CC(=O)Nc1ccc(S(=O)(=O)Nc2c(C)n(C)n(-c3ccccc3)c2=O)cc1,-3%,6%,18%,8%,0%,9%,8%,4%,5
C=CCn1c(SCC(=O)c2cc(C)n(Cc3cccs3)c2C)nnc1-c1ccncc1,-19%,-2%,13%,-1%,4%,-33%,-15%,-13%,-5
CCC12CC3CC(C1)CC(C(=O)NNC(N)=O)(C3)C2,-21%,-7%,37%,91%,0%,6%,-6%,3%,2
CCC(C)(c1ccc(C=O)s1)c1ccc(C=O)s1,-12%,-1%,27%,-5%,3%,-2%,27%,-4%,5
O=C(N/N=C\c1ccc(CNS(=O)(=O)c2ccc(Cl)cc2)o1)C(=O)Nc1ccc(Oc2ccccc2)cc1,-6%,-17%,-5%,40%[activator],14%,35%[57.1 µM],-4%,12%[57.1 µM],11
CCc1n[nH]c(=S)n1/N=C/c1cccc2ccccc12,-16%,3%,32%,3%,9%,7%[57.1 µM],29%,10%[2.29 µM],1
Cc1ccc(C(=O)N/C(=C\c2ccc(Cl)cc2)C(=O)NCCN2CCOCC2)cc1,1%,7%,5%,-5%,2%,18%[57.1 µM],-3%,9%[57.1 µM],5
CCC1=C(OC(=O)N(CC)CC)N2C(=O)OC(=NCC3CC3)[C@]2(C)[C@H]2C1=CC[C@H]1C(=O)N(CC)C(=O)[C@H]12,?,-2%,16%,-6%,-12%[38.3 µM],9%,5%,0%,-1
COc1ccc(S(=O)CC(=O)Nc2ccccc2Cl)cc1 (stereo unspecified),-2%,8%,52%[activator],3%,2%,16%[57.1 µM],1%,9%[57.1 µM],8
COc1ccc(OC)c(CC(=O)Nc2ccc3c(c2)CCC3)c1,1%,-1%,-7%,5%,0%,-3%,-27%,-9%,-1
O=C(C1CCCN(S(=O)(=O)c2cccc3nonc23)C1)N1CCN(c2ccccc2F)CC1 (stereo unspecified),-31%,0%,-8%,5%,-9%,14%,-3%,1%,-4
COc1cccc(NC(=O)CSC2=Nc3ccccc3C3=NC(CC(=O)NCc4cccs4)C(=O)N23)c1 (stereo unspecified),-13%,8%,26%,0%,-2%,7%[57.1 µM],-1%,-1%[57.1 µM],-3
O=C(NCc1ccco1)c1cc(-c2ccco2)on1,-3%,-12%,5%,1%,5%,-31%,-4%,8%,-2
CCOc1cc(/C=N/NC(=O)CCc2n[nH]c(=O)[nH]c2=O)ccc1O,-8%,5%,35%,-3%,-10%,8%,41%[activator],-4%,6
Cc1nc2ccc(C(=O)N3CCSCC3)cc2s1,1%,7%,43%,5%,3%,16%,3%,6%[0.457 µM],-3
Cc1cc(NC(=O)CSc2ccc3nnc(-c4cccc(F)c4)n3n2)no1,-23%,-5%[11.5 µM],24%,-2%,13%,22%,4%,34%,-7
CCOc1ccc(C=Nc2cccc3ncccc23)cc1,-20%,.,23%,-12%,2%,8%,1%,-2%,0
COc1cc2[nH]c(=O)n(CCCCCC(=O)NCCCN3CCOCC3)c(=O)c2cc1OC,-21%,-1%,22%,0%,-2%,0%,0%,17%,-6
O=C(CN1CCOCC1)Nc1ccc([N+](=O)[O-])cc1,-3%,-2%,31%,-1%,6%,5%,1%,-10%,-4
CCN(CC(=O)Nc1ccc(NC(C)=O)cc1)C(=O)C1CC(=O)N(c2ccc3c(c2)OCCO3)C1 (stereo unspecified),-25%,-5%,.,.,6%,.,0%,.,3
Cc1c(Cl)cccc1NC(=O)CSc1ncnc2c1cnn2CCO,-14%,8%,39%[activator],2%,-3%,12%,6%,-1%,0
Cc1ccc2c3c1C(=O)C(=O)N3C(C)(C)CC2C (stereo unspecified),-4%,.,-21%,0%,2%,7%,1%,4%[57.1 µM],2
FC(F)(F)c1nc2ccccc2n1CCNc1nc(CN2CCCCC2)cs1,-19%,4%,27%,5%,-11%,6%,-11%,0%,0
CCCC(C(=O)NC(C)(C)C)N(Cc1ccccc1Cl)C(=O)c1snc(C(N)=O)c1N (stereo unspecified),-25%,i,32%,3%,0%,38%[activator],2%,11%,-3
Cc1ccnc(NC(=O)c2cccc(NC(=O)c3ccc(Cl)cc3)c2)c1,-12%,i,76%[activator],-1%,-8%,19%,-19%,0%,5
COc1cccc(NC(=O)c2ccc3c(=O)n4nc(Nc5ccccc5OC)sc4nc3c2)c1,-24%,-27%,17%,15%,-5%,14%,-9%,-4%,0
COc1ccc(Cl)cc1NC(=O)CN(C)C(=O)c1ccc(-n2nc(C)cc2C)cc1,-7%,-2%,21%,0%,6%,2%,-1%,-1%,6
Cc1cc(C(=O)NN=C2CC(=O)CC(C)(C)C2)c(C)o1,-17%,i,33%,0%,5%,9%[57.1 µM],?,-2%[57.1 µM],-4
CSc1ncccc1C(=O)Nc1nnc(C2CC2)s1,-10%,0%,13%,1%,-1%,15%,5%,0%,-19
Cc1cc(NC(=O)c2cc(-c3cccc(Cl)c3)on2)no1,-12%,-9%,29%,-4%,2%,6%[57.1 µM],-1%,-1%[57.1 µM],6
COc1ccc(/C=N/NC(=O)CNC(=O)c2cccs2)cc1,-13%,-4%,27%,-5%,2%,9%[57.1 µM],5%,8%[57.1 µM],7
CCOC(=O)C1CCCN(C(=O)CCCn2c(=O)c3cccn3c3cccnc32)C1 (stereo unspecified),-13%,-5%,34%,-1%,-1%,5%,5%,4%,-1
O=C(CSc1n[nH]c(-c2ccccc2Cl)n1)NC1CCCCC1,-16%,-1%,8%,-7%,19%,10%,4%,2%,-15

# Some of the compounds tested, so the mix of outcomes need not match the whole.
